# FN deposit inh: inhibitors of fibronectin matrix deposition, primary screen, AH1F cells, Alexa488-fibronectin fluorescence, plate reader | AH1F fibroblasts, overnight | 350,000 compounds, 0.086% hits | AID 743247, 2014 | inhibition, % at 12.6 µM;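 active means mean inhibition across replicates of 30% or more, regardless of how many single replicates reach that level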;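 further: positive control wells lacked labelled fibronectin entirely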
#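 Material – AH1F fibroblast monolayer, labelled fibronectin deposition · Reagent – labelled fibronectin 24 nM · Timing – 1 h adhesion, overnight exposure · Measured by – fluorescence at 485 nm excitation, 525 nm emission · Read-out – inhibition of fibronectin deposition signal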
# CFTR F508del cor: F508del CFTR correction, initial screen, CFBE line, single point | CFBE cells, YFP halide quenching; stimulated with forskolin plus potentiator P3; % fluorescence drop versus neutral controls | 350,000 compounds, 0.36% hits | AID 720511, 2013 | activity (quench increase), % at 7.58 µM;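 active means mean added fluorescence quench of at least 8% versus neutral control, with both replicates also reaching 8%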;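 further: cells transiently co-express mutant CFTR-F508del with the halide-sensitive YFP; corrector assay measuring rescue of mutant channel to the surface after 24 h compound exposure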
# INS-1E GSIS act: GLuc luminescence reporter in INS-1E cells, primary screen for activators of glucose-dependent secretion of insulin. AID 743287, 2014. 370,000 compounds, 0.61% hits. INS-1E GLuc reporter insulin secretion, 2-3 h. activation, % at 16.6 µM;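 active means lowest replicate activation of at least 40%, so every replicate reaches that level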;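 further: 0% = median of neutral control wells and 100% = median of IBMX positive control wells; some compounds called inactive have numbers as strong as hits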
# Statin myotox sup: suppressors of statin myotoxicity in C2C12 myotubes, primary screen, cell-based, single point, plate reader. rescue of ATP level, % at 7.49 µM. AID 602340, 2012. C2C12 myotubes + simvastatin, ATP luminescence, 48 h; scaled: DMSO 0, geranylgeraniol control 100. 330,000 compounds, 0.78% hits;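 active means mean ATP rescue above about 67%, or every replicate alone reaching that limit, limit read from the data, passing the limit was not always enough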;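 further: myotubes were challenged with 10 µM simvastatin during compound exposure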
# PglD inh: C. jejuni PglD acetyltransferase inhibitors, primary screen, biochemical, DTNB colorimetric, single point | purified PglD enzyme, DTNB colorimetric CoA detection | inhibition, % at 12.5 µM | AID 602405, 2012 | UDP-N-acetylbacillosamine N-acetyltransferase PglD (Campylobacter jejuni) | 360,000 compounds, 0.098% hits; in the data active means inhibition above about 16%, passing the limit was not always enough; further: strong numbers were not always called active
# miR122 inh: miR-122 Renilla sensor signal increase in Huh7, primary screen, miR-122 inhibitor project, cell-based, single point, plate reader; 340,000 compounds, 0.3% hits; activation (reporter increase), % at 12.5 µM; Huh7 miR-122 Renilla luciferase sensor, 48 h; neutral wells = 0, positive control = 100;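 active means mean replicate activation score at least 90 and every replicate individually at or above 90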;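 further: higher luciferase means less miR-122 activity so hits act as miR-122 inhibitors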
# Cneo AK release: Cryptococcus neoformans cell lysis inducers, primary screen, AK release luminescence, single concentration | 360,000 compounds, 0.2% hits | C. neoformans lysis, adenylate kinase release luminescence, 4 h; normalised: neutral wells 0, clomiphene wells 100 | lysis activity, % at 15 µM;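 active means mean lysis activity across replicates of at least 80%, whatever share of replicates individually reach that level; inactive means mean lysis activity below 80%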
#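 Material: C. neoformans cells; Schedule: 4 h static compound exposure, 37 °C, read 1 h post-reagent; Measured by: adenylate kinase release luminescence; Read-out: signal increase indicating cell lysis; Controls: Clomiphene as positive lysis control.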
# PGC1a acetyl inh: inhibitors of PGC1a acetylation signal, primary screen, cell-based, U2OS, AlphaScreen, inhibitor mode; AlphaScreen anti-acetyl-lysine; with virally co-expressed GCN5 acetyltransferase; inhibition, % at 15.6 µM; 350,000 compounds, 0.17% hits; AID 651687, 2012;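 active means every replicate shows inhibition of at least 40%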;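 further: 0% = neutral control wells and 100% = positive control wells; some results beyond the cut were filed as inactive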
# * hit, by the source's call; / = no result given; [ ] = another dose, or the depositor's remark.
# Start of the data: the first 2 compounds, ahead of the listing:
structure	Cneo AK release	PglD inh	INS-1E GSIS act	PGC1a acetyl inh	Statin myotox sup	FN deposit inh	CFTR F508del cor	miR122 inh
COC(=O)c1c(C)oc2c1cc(NS(=O)(=O)c1ccc(C(=O)O)cc1)c1ccccc12	-1	-8	/	-7	8	2	-0.2	2
CO[C@H]1CN(C)C(=O)c2cc(NC(C)=O)ccc2OC[C@@H](C)N(C(=O)C2CCCCC2)C[C@@H]1C	45	-2	4	-11	-1	-9	0.7	/

# The whole of this part, previewed entries included:
structure	Cneo AK release	PglD inh	INS-1E GSIS act	PGC1a acetyl inh	Statin myotox sup	FN deposit inh	CFTR F508del cor	miR122 inh
COC(=O)c1c(C)oc2c1cc(NS(=O)(=O)c1ccc(C(=O)O)cc1)c1ccccc12	-1	-8	/	-7	8	2	-0.2	2
CO[C@H]1CN(C)C(=O)c2cc(NC(C)=O)ccc2OC[C@@H](C)N(C(=O)C2CCCCC2)C[C@@H]1C	45	-2	4	-11	-1	-9	0.7	/
CCOc1cc(C(=O)Nc2ccc(N3CCOCC3)cc2)cc(Br)c1OC	-2	1	-4	17	-25	/	1.3	14
CCCC(=O)Nc1ccc2c(c1)C(=O)N(C)C[C@@H](OC)[C@@H](C)CN(Cc1cccc(F)c1)[C@H](C)CO2	-4	3	-30	-1	36	-5	1.2	-4[16.7 µM]
CC(=O)NCC(=O)OCC(=O)c1ccccc1	4	-5	-2	/	-7	/	-0.4	3
C[C@@H]1CN([C@H](C)CO)C(=O)c2cccc(NC(=O)Nc3ccc4c(c3)OCO4)c2O[C@H]1CN(C)S(=O)(=O)c1ccc(Cl)cc1	-2	5	11	-4	11	/	0.4	-3[16.7 µM]
COCCCn1c(=O)c2sccc2n(Cc2cccc(F)c2)c1=O	4	-2	6	/	-1	-3	-9.1	/
COc1ccc(-c2nc(CS(=O)(=O)CC(=O)Nc3cccc(C(C)=O)c3)c(C)o2)cc1	-1	-7	-10	-8	2	-6	2.9	5
O=C(CCCCC(=O)NN=Cc1ccc2c(c1)CCC2)NN=Cc1ccc2c(c1)CCC2	1	0	17	16	9	1	-1.2	3
O=C(Nc1ccccc1)c1ccc(-c2ccc([N+](=O)[O-])cc2)o1	/	/	23	/	-15	-16	-0.7	-8
CN1C(=O)c2cc(NC(=O)c3cnccn3)ccc2OC[C@H]2O[C@@H](CC(=O)O)CC[C@H]21	-2	-2	13	-3	-7	-4	-1.6	-3[16.7 µM]
C[C@H]1CN([C@@H](C)CO)S(=O)(=O)c2ccc(C#Cc3ccc(F)cc3)cc2O[C@@H]1CN(C)C	0	-6	-6	-7	-43	0	/	8[16.7 µM]
COc1ccc(OCC(=O)N(C)Cc2ccccc2)cc1	0	-3	/	-6	9	/	/	17
CCCN1[C@@H]2c3ccc(C4=CCCCC4)c(=O)n3C[C@@H]2[C@@H](CO)[C@@H]1C(=O)NCCCN(C)C	-5	4	11	/	20	/	2.0	-3[16.7 µM]
CCOC(=O)[C@H]1[C@H]2COc3ccc(Br)cc3[C@@H]2N2C(=O)CN(Cc3ccco3)C(=O)[C@@]12C	-2	-3	/	/	-2	2	2.0	14
Cc1cc(C)nc(OC(C(=O)O)C(OCCc2ccccc2)(c2ccc(F)cc2)c2ccc(F)cc2)n1 (stereo unspecified)	29	1	4	8	30	-6	-1.3	-8
O=C(CCc1nnc2ccc(NCc3ccco3)nn12)Nc1ccc(F)cc1F	12	4	26	7	5	9	-0.8	3
O=C(NCc1ccco1)c1cc2n(n1)C(C(F)(F)F)CC(c1ccc(F)cc1)N2 (stereo unspecified)	-1	-8	/	4	17	0	/	-2
CCc1nc2c(OCc3ccc(Cl)cc3)cccn2c1N(C)C(=O)c1ccc(C)cc1	3	-1	-13	/	3	9	-4.1	6
CCCC(C)C(=O)Nc1nc(C)c(-c2csc(Nc3ccc(Cl)cc3)n2)s1 (stereo unspecified)	2	-3	2	/	-7	-3	7.4	/
CC(O)(c1ccc(F)c(F)c1)c1nc(-c2ccoc2)cs1 (stereo unspecified)	1	-3	/	11	22	1	-0.9	-4
COc1ccc(S(=O)(=O)Nc2ccc3c(c2)C(=O)N([C@H](C)CO)C[C@H](C)[C@H](CN(C)Cc2ccc(C(F)(F)F)cc2)O3)cc1	6	2	-23	-3	41	/	-0.3	-4[16.7 µM]
C/C=C/c1ccc2c(c1)O[C@@H](CN(C)Cc1ccccc1F)[C@@H](C)CN([C@@H](C)CO)S2(=O)=O	9	3	-4	0	/	/	0.4	-3[16.7 µM]
Cn1cccc1C(=O)NC1CCCCCC1	-3	-2	-5	-9	-12	-4	-4.2	-7
Cc1cnc(CNC(=O)C2(C)CCCN2CC(C)C)cn1 (stereo unspecified)	0	6	8	5	2	-8	1.0	-5
CCc1nnc(NC(=O)c2ccc(-c3ccc(C(C)=O)cc3)o2)s1	1	-3	4	/	-2	-1	4.0	/
CN(O)C(=S)c1ccccc1	/	/	-3	0	/	-4	-0.8	1
Cc1nc2c(OCc3ccccc3)cccn2c1N(C)C(=O)C1CCCCC1	2	-3	-14	-21	-4	2	-1.2	-4
C[C@@H]1CN([C@@H](C)CO)C(=O)c2cc(NC(=O)c3ccccc3)ccc2O[C@@H](C)CCCCO[C@H]1CN(C)CC1CCCCC1	-2	2	-13	13	/	28	-1.2	-3[16.7 µM]
Clc1ccc(-c2cn3c(n2)SCC3)cc1	/	/	-6	-1	-1	2	-1.5	-2
C[C@@H]1CN([C@H](C)CO)C(=O)c2cccc(NC(=O)C3CCOCC3)c2O[C@@H]1CN(C)C(=O)Nc1cccc2ccccc12	1	-1	-7	-4	3	-14	-0.2	-2[16.7 µM]
CS(=O)(=O)c1ccc(Cl)c(NC(=O)CCNC(=O)c2ccco2)c1	-1	-1	2	/	17	0	-3.1	/
CCCCc1ccc(NC(=O)NCc2ccccn2)cc1	1	1	-11	5	-12	5	-1.7	-5
C[C@H]1CN([C@@H](C)CO)C(=O)c2cccc(NS(=O)(=O)c3cccs3)c2O[C@@H]1CN(C)C(=O)NC1CCCCC1	-4	0	5	-3	-9	/	-1.0	12[16.7 µM]
Cc1noc(C)c1C(=O)N1CCCC(C(=O)c2cccc(OC(C)C)c2)C1 (stereo unspecified)	1	7	11	1	-4	3	2.3	2
CS(=O)(=O)c1ccc(Cl)c(NC(=O)c2cccc(N3C(=O)CCC3=O)c2)c1	/	/	8	5	-5	5	1.7	-4
COc1ccc(S(=O)(=O)Nc2ccc3c(c2)C(=O)N([C@@H](C)CO)C[C@@H](C)[C@H](CN(C)C(=O)Nc2cccc4ccccc24)OCCCC[C@H](C)O3)cc1	-1	-3	0	-29	25	/	1.2	2[16.7 µM]
C[C@@H]1CN([C@H](C)CO)C(=O)c2cc(NS(=O)(=O)c3ccccc3)ccc2O[C@@H](C)CCCCO[C@@H]1CN(C)C(=O)CCC(F)(F)F	-4	1	-11	9	/	/	-1.0	5[16.7 µM]
CC(C)NC(=O)NC(=O)COC(=O)c1cc(S(=O)(=O)N2CCCCC2)ccc1N1CCOCC1	1	2	2	/	-5	0	1.4	/
CCCCC(=O)NC1=NC(=O)C(C)(C)S1	-2	2	4	-3	6	/	2.7	-3
COc1ccc(S(=O)(=O)N2c3ccccc3NC(=O)CC2C)cc1 (stereo unspecified)	-1	3	14	-8	/	10	1.1	-2
CCC(=O)N[C@@H]1C=C[C@H](CC(=O)NCc2ccc(OC)cc2)O[C@@H]1CO	3	1	-14	12	-2	-21	-2.6	-1[16.7 µM]
CCN1CCN(C(c2cccs2)C(C)NC(=S)Nc2cccc(C)c2C)CC1 (stereo unspecified)	/	/	1	3	/	-6	-0.4	/
O=C(CN1C(=O)CC(c2ccco2)Sc2ccccc21)NCC1CCCO1 (stereo unspecified)	1	1	15	10	50	1	/	-1
COc1ccc(N2C[C@H](C)[C@@H](CC(=O)Nc3ccccc3)C2=O)cc1	-4	3	-3	-5	10	6	-3.3	-5
COC(=O)c1ccc(C(=O)OC)c(NC(=O)Oc2ccccc2)c1	-2	7	/	9	/	4	/	2
CC(C)(C)OC(=O)CNC(=O)c1nc[nH]c1C(=O)NCc1ccc(CNC(=O)OC(C)(C)C)cc1	-1	-7	/	-9	15	1	-1.4	4
O=C(N/N=C/c1cccnc1)C(=O)N1CCCCCC1	10	3	36	-9	/	2	0.7	/
COCC(=O)Nc1ccc2c(c1)C(=O)N(C)C[C@@H](OC)[C@@H](C)CN[C@H](C)CO2	-4	41	7	3	-7	-24	1.0	-8[16.7 µM]
C=CCn1c(Cc2csc(N)n2)nnc1SCc1ccc(C(=O)OC)cc1	17	4	6	2	59	/	5.9	-3
O=C(COC(=O)/C=C/c1ccccc1)NCc1ccc2c(c1)OCO2	2	3	-2	-6	10	/	-5.5	2
CO[C@H]1CN(C)C(=O)c2ccc(NC(=O)C3CC3)cc2OC[C@H](C)N(CC2CCCC2)C[C@H]1C	45	4	3	10	-20	-5	0.4	/
Cc1ccc(S(=O)(=O)N2[C@@H]3CNC[C@H]2C3c2ccc(-c3ccc(C(=O)N(C)C)cc3)cc2)cc1 (stereo partly specified)	/	/	-18	5	/	-7	0.6	/
CO[C@@H]1CN(C)C(=O)c2ccc(NC(=O)C3CCC3)cc2OC[C@@H](C)N(Cc2cccnc2)C[C@H]1C	-2	-1	-5	/	20	3	1.2	3[16.7 µM]
O=C(NC(Cc1ccccc1)C(=O)O)/C(=C\c1ccccc1)NC(=O)c1ccco1 (stereo unspecified)	-3	5	2	/	23	-4	-2.0	/
O=C(Cc1ccsc1)NNC(=O)c1cccc(Cl)c1	1	0	7	/	3	-3	0.1	/
CCOC(=O)N1CCC(N2CCN(Cc3ccccc3)C(CCO)C2)CC1 (stereo unspecified)	-7	1	-14	-11	9	3	-1.3	2
COc1ccc(NC(=O)N(C)C[C@@H]2Oc3c(NS(=O)(=O)c4c(C)noc4C)cccc3C(=O)N([C@@H](C)CO)C[C@@H]2C)cc1	1	2	13	1	/	2	1.1	-4[16.7 µM]
CC1CCN(c2nc(-c3ccccc3O)nc3ccccc23)CC1	-1	-2	/	/	-10	7	/	7
Cc1ccccc1N(Cc1cc(=O)[nH]c2ccccc12)C(=O)CCl	-4	7	5	/	-8	2	1.8	-9

# (cont.)
structure	Cneo AK release	PglD inh	INS-1E GSIS act	PGC1a acetyl inh	Statin myotox sup	FN deposit inh	CFTR F508del cor	miR122 inh
CCC(=O)Nc1ccc(C(=O)OCC(=O)c2cccs2)cc1	0	-1	8	-15	-2	1	-2.1	-2
CCOC(=O)CNC(=O)CSc1nc(-c2ccc(C)cc2)ns1	/	/	-24	-9	/	1	1.9	/
CNc1cncc(-c2cccc(C(=O)N3CCOCC3)c2)n1	0	1	/	10	1	11	1.1	-3
CC(C)(C)OC(=O)C[C@H]1C/C=C\C[C@H](CC(=O)NCCO)C(=O)N[C@@H](c2ccccc2)COC1=O	-2	-2	-6	/	0	2	2.8	/

# Assay outcomes as filed in PubChem BioAssay.
